# Bioassay records: PubChem, National Center for Advancing Translational Sciences (NCATS)
# PI4K2A block: inhibitors of human PI4K2A; purified PI4K2A, ADP-Glo luminescence, 1 h; stronger effect = lower value; activity change, negative = inhibition, % at 76.9 µM; actives 0.13% (n = 420,000); AID 1346378; in the data active = activity change below about -50%; inconclusive = mostly about -30% to -49%;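 also: -100% = wells without enzyme as full effect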
#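 PI4K2A activity was measured by ADP-Glo luminescence: enzyme (4 ug/mL stock) and phosphatidylinositol (1.2 mM stock) in Tris pH 7.5/MgCl2/EGTA/Triton X-100 buffer were reacted with ATP (300 microM stock) for one hour at ambient temperature.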
# Tb PGK inh: T. brucei PGK inhibition; Potency, µM (highest dose often 57.5 µM), without a hit: top-dose activity change, negative = inhibition, actives largely listed as inhibitors; PGK/GAPDH coupled, Kinase-Glo luminescence, 60 min; actives 0.043% (n = 380,000); P07378; also: potency is read from the fitted curve at half-maximal effect; % is scaled to controls: 0 for no effect and ±100 for the full control effect; nearly all actives have a fitted effect of over 60% in size
# Target sequence (P07378 whole entry, looked up): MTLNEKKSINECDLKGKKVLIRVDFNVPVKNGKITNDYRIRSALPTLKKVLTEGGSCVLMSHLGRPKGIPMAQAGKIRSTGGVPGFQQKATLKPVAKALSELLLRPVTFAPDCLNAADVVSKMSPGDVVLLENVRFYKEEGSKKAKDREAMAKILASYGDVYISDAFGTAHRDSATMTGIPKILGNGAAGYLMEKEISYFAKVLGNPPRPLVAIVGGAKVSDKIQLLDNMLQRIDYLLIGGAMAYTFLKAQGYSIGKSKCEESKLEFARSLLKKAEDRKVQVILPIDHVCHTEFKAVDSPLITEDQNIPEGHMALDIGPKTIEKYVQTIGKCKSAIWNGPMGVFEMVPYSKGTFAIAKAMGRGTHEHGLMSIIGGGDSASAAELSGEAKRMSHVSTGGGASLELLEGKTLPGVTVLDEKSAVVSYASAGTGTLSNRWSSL
#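 Luminescent ATP detection (Kinase-Glo Plus) follows a 60-minute room-temperature incubation, with wells lacking PGK as controls. Buffer: 100 mM TEA (pH 7.6), 5 mM MgCl2, 0.01% Tween-20. Coupling enzyme GAPDH (100 nM final) supplies unstable 1,3-BPG in-well.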
# GLS inh: glutaminase GLS (human) inhibition; O94925; AID 624170; actives 0.21% (n = 410,000); Potency, µM (top dose mostly 45.5 µM), for inactives: at the top dose activity change, negative = inhibition, most hits filed as inhibitors; GLS enzymatic activity, qHTS titration; also: potency is read from the fitted curve at half-maximal effect; % is scaled to controls: 0 for no effect and ±100 for the full control effect
#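 Coupled fluorescence readout: glutamate oxidase/HRP/Amplex Red detect glutamate formed by hKGA from L-glutamine (1 mM solution added). Buffer 45 mM KH2PO4 pH 8.2, 0.02% Tween-20; reads at t0 and 30 min RT.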
# Pin1 inh: blocks the human prolyl isomerase Pin1 | Pin1 FP peptide displacement, HiFluor488, 10 min | Potency, µM (top dose mostly 115 µM), for the others: at the highest dose activity, negative = inhibition, hits mostly inhibitors | actives 0.009% (n = 390,000) | AID 504891; active = well fitted inhibition curve with a large enough effect in the polarisation, with a control signal flat, not every such curve was filed as active; inconclusive = small, poorly fitted or top-dose-only effect, or effect the other way, or a change in a side signal; inactive = no such curve, though single readings can be large or run the other way; the % refers to the polarisation; also: potency is read from the fitted curve at half-maximal effect; % is scaled to controls: 0 for no effect and ±100 for the full control effect
# IDH1 R132H inh: inhibitors of human mutant IDH1 R132H. O75874. IDH1-R132H enzyme, NADPH consumption, diaphorase/resazurin fluorescence. Potency, µM (titrated, usually from 76.6 µM), inactives show at the top dose activity change, negative = inhibition, most hits filed as inhibitors. actives 0.093% (n = 390,000). AID 602179; also: potency is read from the fitted curve at half-maximal effect; % is scaled to controls: 0 for no effect and ±100 for the full control effect; nearly all actives have a fitted effect of over 65% in size
# Target sequence (O75874 whole entry R132H, stated change not applied): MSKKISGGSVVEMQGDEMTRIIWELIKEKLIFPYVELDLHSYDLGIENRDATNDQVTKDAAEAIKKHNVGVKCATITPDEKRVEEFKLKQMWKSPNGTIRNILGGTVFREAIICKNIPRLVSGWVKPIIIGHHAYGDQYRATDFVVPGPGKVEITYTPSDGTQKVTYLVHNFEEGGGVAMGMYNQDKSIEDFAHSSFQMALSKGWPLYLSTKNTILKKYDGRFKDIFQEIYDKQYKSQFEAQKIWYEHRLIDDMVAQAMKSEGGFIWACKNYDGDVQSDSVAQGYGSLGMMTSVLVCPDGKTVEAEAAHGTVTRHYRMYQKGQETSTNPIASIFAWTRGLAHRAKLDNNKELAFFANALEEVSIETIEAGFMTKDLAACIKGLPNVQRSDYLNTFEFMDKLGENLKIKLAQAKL
#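 IDH1-R132H (0.5 ug/mL dispensed) in pH 7.5 Tris buffer was preincubated 30 min with compound, then given a substrate mix of 0.016 mM NADPH and 2 mM alpha-KG for 80 min at room temperature; remaining NADPH was read by diaphorase/resazurin fluorescence.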
# HP1b binding inh: blocks HP1-beta chromodomain binding to methylated histone tails; P83916; AlphaScreen HP1-beta / biotin-H3K9me3 peptide binding; Potency, µM (highest dose often 114 µM), without a hit: top-dose activity change, negative = inhibition, hits mostly inhibitors; actives 0.56% (n = 390,000); AID 540317; also: potency is read from the fitted curve at half-maximal effect; nearly all actives have a fitted effect of over 70% in size; inactives centre near 23
# Target sequence (P83916 whole entry, looked up): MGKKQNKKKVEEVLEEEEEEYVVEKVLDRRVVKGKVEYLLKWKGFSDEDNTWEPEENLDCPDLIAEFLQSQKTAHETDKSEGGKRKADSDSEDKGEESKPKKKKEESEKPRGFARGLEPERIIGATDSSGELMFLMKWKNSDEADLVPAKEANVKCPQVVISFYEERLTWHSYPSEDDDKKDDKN
#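 AlphaScreen: HP1-beta (50 nM) preformed 30 min with biotin-H3(1-18)K9me3 peptide (50 nM) in PBS pH 7.4, 0.01% Tween-20. Compound added for 30 min at RT, then streptavidin donor/nickel chelate acceptor beads (10 ug/mL) for 30 min.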
# rTrxR1 inhibitor: blocks rat thioredoxin reductase 1. O89049. AID 588453. Potency, µM (doses to about 114 µM), without a hit: at the highest dose activity change, negative = inhibition, usual class: inhibitors. recombinant rTrxR1, NADPH fluorescence consumption, selenite substrate. actives 1% (n = 390,000); also: potency is read from the fitted curve at half-maximal effect; % is scaled to controls: 0 for no effect and ±100 for the full control effect; nearly all actives have a fitted effect of over 65% in size
#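 Rat TrxR1 (90 nM in the dispensed reagent) was pre-reduced with 400 uM NADPH for 5 min at room temperature, then incubated with compound for 15 min. After 400 uM selenite was added, NADPH fluorescence (Ex 340/Em 450 nm) was followed for 8 min.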
# TrxR1 substrate: substrates of rat thioredoxin reductase 1. purified TrxR1 substrate turnover, NADPH consumption readout. Potency, µM (doses to about 114 µM), for inactives: at the top dose activity change, negative = substrate turnover. actives 0.01% (n = 390,000). AID 588456; also: potency is read from the fitted curve at half-maximal effect; % is scaled to controls: 0 for no effect and ±100 for the full control effect; nearly all actives have a fitted effect of over 50% in size
#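 Rat TrxR1, dispensed at 90 nM, was prereduced with 400 uM NADPH (final) for 5 min at ~22 deg C, then incubated with compound 15 min before 400 uM selenite. A first-read NADPH fluorescence drop versus no-compound background flagged substrates.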
# USP1 inh: inhibitors of human USP1/UAF1 deubiquitinase; O94782; recombinant USP1/UAF1, Ub-Rhodamine cleavage fluorescence; Potency, µM (top dose mostly 57.1 µM), without a hit: at the highest dose activity change, negative = inhibition, usual class: inhibitors; actives 0.23% (n = 390,000); also: potency is read from the fitted curve at half-maximal effect; % is scaled to controls: 0 for no effect and ±100 for the full control effect; nearly all actives have a fitted effect of over 60% in size; inactives centre near -12
#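 1 nM enzyme complex + cpd, 15 min RT; start with Ub-Rho 150nM final; kinetic fluorescence ex 480/em 540, 6 reads q60 s. Buffer 50mM HEPES pH 7.8, 0.5mM EDTA, 0.1 mg/ml BSA, 1mM TCEP, 0.01% Tween-20.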
# An asterisk follows results filed as active; i = inactive; ? = inconclusive; nt = not tested or not shown; [ ] = remark or other dose. Unless noted, calls follow the shape of the dose curve; as a rule, active = well fitted curve in the direction sought with a large enough effect; inconclusive = small, poorly fitted or top-dose-only effect, or another doubt; inactive = no such curve, though single readings can be large; an effect the other way counts as inactive or inconclusive. This is a subset. The share of hits here may be higher or lower than overall.
PI4K2A block	Tb PGK inh	GLS inh	Pin1 inh	IDH1 R132H inh	HP1b binding inh	rTrxR1 inhibitor	TrxR1 substrate	USP1 inh	canonical_smiles
2	0%	19%	1%	7%	26%	17%	9%	-9%	COc1ccccc1NCCC(=O)OCC(=O)NC1CCCC(C)C1C (stereo unspecified)
0	-6%	-3%	-1%	11%	19%	0%	3%	-12%	Cc1nc2c(ncn2-c2ccccc2)c(=O)n1NC(=O)CN1CCCC1
-3	i	-6%	9%	-3%	14%	6%[57.1 µM]	-5%[57.1 µM]	-23%	CCN(c1ccccc1)S(=O)(=O)c1ccc(C(=O)NCCCn2ccnc2)cc1
6	-5%	0%	1%	7%	14%	-15%	-10%	-9%	COc1cc(C)ccc1OCc1cc(C(=O)NCCN2CCOCC2)no1
2	1%	-15%	?	24%	12%	12%[11.4 µM]	8%[57.1 µM]	-14%	CC(C)S(=O)(=O)c1csc(NC(=O)Nc2ccc(Cl)cc2)c1Cl
-1	i	0%	-7%	2%	9%	-14%	-4%	-8%	COc1ccc(/C(O)=C2/C(=O)C(=O)N(CCN3CCOCC3)C2c2cccnc2)cc1OC (stereo unspecified)
2	0%	0%	-6%	2%	151%[activator]	14%	5%[11.4 µM]	-2%	COc1ccc(/C(N)=N/OC(=O)CCCc2ccccc2)cc1
-4	-4%	-5%	-5%	1%	21%	-1%	-9%	-11%	CC(=C/c1ccccc1)/C=N/NC(=O)c1nnn(-c2nonc2N)c1CN1CCC(C)CC1
-2	17%	nt	?	-2%	86%[activator]	-4%	-1%	-12%	O=C1c2ccccc2CCC12N=NCC2c1ccc(Br)cc1 (stereo unspecified)
21	-4%	4%	-11%	0%	19%	5%	-4%	-1%	Cc1cccn2c(=O)c(C=O)c(N3CCCCCC3)nc12
-3	10%	-1%	2%	-1%	33%	-7%	12%	-1%	CC(C)Cc1nnc(NC(=O)CCC(=O)N2CCN(c3ccccn3)CC2)s1
5	-7%	7%	7%	8%	24%[57 µM]	4%	6%	-10%	CC1CCCCC1NC(=O)CCNS(=O)(=O)c1cc(Br)cnc1N (stereo unspecified)
-1	-5%	2%	-2%	0%	20%	10%	4%	-20%	CCOC(=O)c1c(C)[nH]c(C)c1C(=O)CN1C(=O)NC2(CCCCCC2)C1=O
1	i	1%	4%	4%	28%	5%	-5%	-20%	CCCCn1c(N)c(N(CC(C)C)C(=O)c2cccc(S(=O)(=O)N3CCN(C)CC3)c2)c(=O)[nH]c1=O
-2	-8%	-2%	-3%	0%	45%[activator]	19%	1%	-14%	CC(=O)N1CCC(O)(c2ccc3c(c2)OCO3)CC1
-14	1%	-14%	-1%	2%	24%	9%[57.1 µM]	7%[57.1 µM]	-15%	COc1ccc(NC(=O)c2ccccc2-c2ccccc2C(=O)O)cc1
2	-10%	-11%	8%	1%	23%	3%	-2%	-20%	CCCCn1c(N)c(N(CCOC)C(=O)COC(=O)COc2cc(C)ccc2Cl)c(=O)[nH]c1=O
0	5%	6%	?	2%	13%	6%	1%	-1%	Cc1ccc(NS(C)(=O)=O)c(C(=O)c2ccccc2)c1
-4	2%	26%	-2%	10%	-10%	-4%[57.1 µM]	5%[57.1 µM]	-26%	CN(C)c1cc(O)c(C(=S)Nc2ccccc2)c(N(C)C)c1
-1	-3%	0%	5%	2%	10%	24%	13%	?	CCCCN(C(=O)NC(=O)Nc1cc(C)ccc1C)S(C)(=O)=O
-2	5%	5%	25%	-3%	21%	32%	-4%	?	CCOC(=O)c1ccc(NC(=O)c2cnn(-c3ccc(C)cc3C)c2C2CCN(C(=O)OC(C)(C)C)CC2)cc1
2	-1%	0%	-2%	3%	5%	29%[57.1 µM]	33%	-6%	COc1ccc(-n2cc(CNCc3cccnc3)c(-c3cccc(F)c3)n2)cc1
4	-3%	-1%	-1%	8%	14%	2%	2%	-9%	CCC(C)(C)NC(=O)CN(Cc1cccs1)C(=O)CNS(=O)(=O)c1ccc(F)cc1
-1	6%	-1%	8%	3%	24%	3%	3%	-2%	COc1ccc(NC(=O)c2cc(-c3ccccc3OC)on2)cc1
-7	-4%	-2%	3%	2%	50%[activator]	15%[57.1 µM]	8%[57.1 µM]	-19%	Cc1c(NC(=O)c2cc(=O)[nH]c(=O)[nH]2)c(=O)n(-c2ccccc2)n1C
0	-3%	0%	-3%	13%	9%	9%	-8%	-15%	Cc1ccc(C)c(N2CCN(CCCNC(=O)c3cnn(-c4ccc(F)cc4)c3C3CCN(C(=O)OC(C)(C)C)CC3)CC2)c1
-3	i	-3%	4%	2%	-7%	3%	-5%	-11%	COc1cc(C)nc(NC(=S)N(C)C(=O)c2ccccc2)n1
-9	1%	-8%	-5%	11%	31%	4%	1%[57.1 µM]	-24%	O=C(Cn1[nH]c(=O)c2ccccc2c1=O)N1CC=C(c2ccccc2)CC1
1	-3%	6%	2%	-6%	3%	-5%[57.1 µM]	-5%[57.1 µM]	-5%	Cc1cc(F)ccc1NC(=O)CCn1nc(C)c(S(=O)(=O)N2CCCCC2)c1C
5	-1%	-2%	1%	6%	?	15%	4%	0%	CC(C)N1CCN(C(=O)c2ccc([N+](=O)[O-])cc2)CC1

# Other results.
PI4K2A block	Tb PGK inh	GLS inh	Pin1 inh	IDH1 R132H inh	HP1b binding inh	rTrxR1 inhibitor	TrxR1 substrate	USP1 inh	canonical_smiles
6	-5%	0%	2%	2%	26%	-6%	412%[activator]	-19%	CCC(C)NC(=O)c1cc2c(=O)n3ccccc3nc2s1 (stereo unspecified)
-4	-8%	-3%	12%	-1%	51%	31%[activator][57.1 µM]	15%[57.1 µM]	-8%	Cc1cc(C)n2nc3nc(N4CCCC4)nc(-c4ccccc4)c3c2n1
5	-1%	-1%	1%	1%	25%	13%	2%	-9%	O=C1C(c2ccc(F)cc2)N(Cc2ccc3c(c2)OCO3)C(=O)CN1C1CCCC1 (stereo unspecified)
0	-6%	0%	0%	-4%	-17%	19%[57.1 µM]	5%[57.1 µM]	-7%	N#Cc1ccc(COC(=O)c2ccc(N3CCCC3)c([N+](=O)[O-])c2)cc1
-6	-5%	-6%	-4%	4%	-13%	34%[57.1 µM]	11%[57.1 µM]	-6%	Oc1c(Cl)cc(Cl)cc1CNn1cnnc1
-1	-3%	-2%	6%	0%	19%	6%[57.1 µM]	2%[57.1 µM]	-15%	CCOc1cc(N2CCOCC2)c(OCC)cc1NC(=O)c1ccc(OC)c(S(=O)(=O)N2CCOCC2)c1
-1	-1%	-10%	3%	4%	30%	21%[57.1 µM]	9%[57.1 µM]	-3%	Cc1ccc(S(=O)(=O)Nc2nc(C)cc(-n3nc(C)cc3C)n2)cc1
-3	-3%	-1%	-7%	5%	21%	-17%	-13%	1%	O=C(NN=Cc1ccccc1)C(Oc1ccccc1)c1ccccc1 (stereo unspecified)
4	1%	17%	0%	2%	19%	11%	-2%	-6%	CC(C)C(=O)Nc1nnc(SCC(=O)N2c3ccccc3CC2C)s1 (stereo unspecified)
-3	-7%	6%	2%	12%	38%	38%[activator][57.1 µM]	5%[57.1 µM]	-14%	Cc1ccc(NC(=O)Cn2c(=O)n(Cc3ccccc3)c(=O)c3c2c2cc(C)ccc2n3C)cc1
2	i	0%	-5%	10%	16%	16%	-4%	-14%	CCC(CC)C(=O)c1c[nH]c(C(=O)NCc2ccccc2)c1
-5	-4%	-2%	-6%	-6%	?	?	163%[activator]	-5%	Cc1ccccc1Nc1c(-c2ccco2)nc2c(C)cccn12
-1	4%	7%	-2%	-1%	25%	9%	12%	-16%	CCC(c1nnnn1Cc1ccccc1)N(Cc1cc2cc(OC)ccc2[nH]c1=O)CC1CCCO1 (stereo unspecified)
2	i	1%	2%	1%	26%	33%	9%	-6%	COc1ccccc1N(CC(=O)N/N=C/c1ccccc1C(=O)O)S(C)(=O)=O
1	i	16%	4%	-9%	?	-27%	-5%	-11%	COc1ccc(/C=N/NC(=O)c2cc(-c3cccn3C)n[nH]2)cc1OC
1	-8%	-18%	?	1%	18%	-7%	-8%	-22%	COc1ccc(C)cc1-n1c(SCC(=O)Nc2cc(C)on2)nc2sc(C)c(C)c2c1=O
-6	-7%	0%	5%	6%	25%	6%	-8%	-1%	O=C(c1ccccc1Br)N1CCC(c2nc3ccccc3s2)CC1
6	-7%	3%	-9%	9%	-13%	-59%	11%[57.1 µM]	3%	Cc1ccc(CNC(=O)CCS(=O)(=O)c2cc(Br)cc3c2N(C(=O)C2CC2)CC3)o1
0	i	-6%	7%	6%	58%[activator]	14%	3%	-20%	CCOC(=O)c1ccc(NC(=O)Cn2nnc(-c3ccc(F)cc3)n2)cc1
-9	-3%	13%	1%	22%	14%	16%[57.1 µM]	8%[57.1 µM]	-13%	O=S(=O)(Nc1cccc(-c2ccc3nncn3n2)c1)c1cccs1
2	1%	-2%	29%	-6%	41%[activator]	18%	12%[2.29 µM]	-23%	Cc1c(C(=O)NCc2ccccc2)oc2ccc(S(=O)(=O)N3CCC(C)CC3)cc12

# Taken from above:
# N#Cc1ccc(COC(=O)c2ccc(N3CCCC3)c([N+](=O)[O-])c2)cc1 in rTrxR1 inhibitor = 19%[57.1 µM]
# Cc1c(C(=O)NCc2ccccc2)oc2ccc(S(=O)(=O)N3CCC(C)CC3)cc12 in HP1b binding inh = 41%[activator]
